CYP2C9 activ = CYP2C9 (human) activation. recombinant CYP2C9, luciferin-H conversion, luminescence; hits give high values; factor 1 = untreated enzyme, 0 = blocked. activation factor at 5 µM. 96,000 tested, 1.4% active;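 active = activation factor of 2 or more for CYP2C9 at a 5 µM dose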;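 also: 0 = sulfaphenazole-blocked wells and 1 = vehicle-only wells; values of inactives mirror those of a sister screen read the other way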
Target sequence (P11712 whole entry, looked up): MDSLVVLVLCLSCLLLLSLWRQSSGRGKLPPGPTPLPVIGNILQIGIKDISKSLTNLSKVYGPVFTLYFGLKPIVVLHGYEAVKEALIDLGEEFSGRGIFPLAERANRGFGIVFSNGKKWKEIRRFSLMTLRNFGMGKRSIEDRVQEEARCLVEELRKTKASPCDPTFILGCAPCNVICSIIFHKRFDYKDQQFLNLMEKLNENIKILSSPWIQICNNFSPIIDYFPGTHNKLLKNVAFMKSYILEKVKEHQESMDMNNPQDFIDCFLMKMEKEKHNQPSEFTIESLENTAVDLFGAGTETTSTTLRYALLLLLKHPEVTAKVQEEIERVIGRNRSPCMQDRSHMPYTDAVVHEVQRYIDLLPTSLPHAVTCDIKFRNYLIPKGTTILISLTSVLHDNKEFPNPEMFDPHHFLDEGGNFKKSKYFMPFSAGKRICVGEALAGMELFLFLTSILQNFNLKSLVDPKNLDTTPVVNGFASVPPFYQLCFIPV
CYP2C19 inhib = blocks human cytochrome P450 2C19; P33261; CYP2C19 Supersomes, luciferin-H EGE luminescence, 30 min; inhibition, % at 5 µM; 96,000 tested, 21% active; AID 778;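 active = CYP2C19 inhibition above a set limit at 5 µM in the primary screen, cut at about 50% in these data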;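 also: plate controls were negative control wells for no effect and 2.5 mM tranylcypromine positive control for full effect; values of inactives mirror those of a sister screen read the other way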
PLAP act = activates human placental alkaline phosphatase. purified PLAP enzyme, luminescent substrate read-out; hits give high values. activation fold at 20 µM. 96,000 tested, 1.2% active. AID 696; in the data active = activation fold above about 2
Target sequence (P05187 whole entry, looked up): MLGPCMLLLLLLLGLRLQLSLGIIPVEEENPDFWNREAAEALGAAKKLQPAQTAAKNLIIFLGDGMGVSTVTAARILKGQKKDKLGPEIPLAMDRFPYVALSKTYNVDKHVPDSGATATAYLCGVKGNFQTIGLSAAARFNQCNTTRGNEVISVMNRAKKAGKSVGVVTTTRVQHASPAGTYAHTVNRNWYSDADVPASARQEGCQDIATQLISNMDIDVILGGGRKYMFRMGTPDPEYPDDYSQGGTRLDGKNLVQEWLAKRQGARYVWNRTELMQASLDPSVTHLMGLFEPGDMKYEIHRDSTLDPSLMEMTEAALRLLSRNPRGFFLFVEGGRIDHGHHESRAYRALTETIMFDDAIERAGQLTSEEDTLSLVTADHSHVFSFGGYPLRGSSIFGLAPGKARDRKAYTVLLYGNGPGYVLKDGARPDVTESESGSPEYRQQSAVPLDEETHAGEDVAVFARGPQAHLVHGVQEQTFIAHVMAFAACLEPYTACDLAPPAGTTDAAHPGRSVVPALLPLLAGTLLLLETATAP
CYP2C19 activ = cytochrome P450 2C19 (human) activation; P33261; recombinant CYP2C19, luciferin-H EGE luminescence; hits give high values; 0 = fully inhibited enzyme, 1 = untreated enzyme; activation factor at 5 µM; 96,000 tested, under 10 active; AID 1025;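 active = activation factor of at least 2 at 5 µM in the primary screen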;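 also: 0 = wells with 2.5 mM tranylcypromine and 1 = vehicle-only wells; values of inactives mirror those of a sister screen read the other way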
EphB4 antag = blocks human EphB4 binding to ephrin-B2; 97,000 tested, 0.15% active; EphB4 LBD / TNYL-RAW-Alexa532 peptide, fluorescence polarization; inhibition, % at 7 µM; AID 720;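 active = inhibition above the screen-wide mean inhibition plus 3 SD, cut at about 15% in these data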;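 also: 0% = DMSO wells and 100% = excess unlabeled TNYL-RAW peptide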
HIV Rev-RRE inh = HIV Rev-RRE protein-RNA interaction inhibition. Rev peptide-RRE RNA binding, FRET. 97,000 tested, 0.79% active. AID 704. inhibition, % at 8 µM. P05866;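 active = inhibition above the screen-wide mean plus 3 SD, cut at about 35% in these data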;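 also: 0% = median DMSO wells and 100% = median Neomycin B control wells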
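Assay system: Rev peptide and RRE RNA, both fluorescently labelled; times: 5 min preincubation and 15 min binding, 25 °C; detection: FRET, ex 480 nm, em 540 and 671 nm; read-out basis: % inhibition from 671/540 nm acceptor-to-donor ratio, scaled between controls; benchmarks: DMSO low control, neomycin B high control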
CYP2C9 inh = inhibitors of human CYP2C9. inhibition, % at 5 µM. 96,000 tested, 20% active. CYP2C9 Supersomes, luciferin-H conversion, luminescence;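 active = blocking of liver enzyme CYP2C9 beyond about 50% at 5 µM, limit read from the data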; also: values of inactives mirror those of a sister screen read the other way
Plk1 PBD FP = Plk1 (human) PBD binding inhibition. Plk1 PBD phosphopeptide binding, fluorescence polarization. 97,000 tested, 0.13% active. inhibition, %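 (tested at about 20 µM)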. P53350; in the data active = inhibition above about 34%, passing the limit was not always enough
PLK1 kinase inh = blocks human PLK1 kinase activity; recombinant PLK1 kinase, TR-FRET peptide phosphorylation; AID 619; P53350; inhibition, % at 10 µM; 97,000 tested, 0.53% active;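 active = inhibition of 50% or more in the single-concentration screen; inactive = inhibition below 50%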;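 also: 0% = DMSO max control and 100% = H-89 dihydrochloride min control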
The depositor's hits bear a star; nt = not tested or not shown.

SMILES	CYP2C9 activ	CYP2C19 inhib	PLAP act	CYP2C19 activ	EphB4 antag	HIV Rev-RRE inh	CYP2C9 inh	Plk1 PBD FP	PLK1 kinase inh
Cc1cc(NC(=O)CSc2nc3c(c(=O)n2-c2ccccc2)SC(C)C3)no1 (stereo unspecified)	0.5	-4	0.9	1	nt	nt	49	nt	nt
COc1cc(NC(=O)CSc2nc3ccccc3c(=O)n2C)ccc1NC(=O)c1ccco1	0.9	0	1.2	1	4	6	14	1	-5
Cc1ccc(-c2[nH]n3c(=O)c4c(nc3c2C)CCCC4)cc1	0.8	-4	1.2	1	7	8	22	14	-1
CSc1nsc(/C=C/Nc2ccc(C)cc2)c1C#N	0.7	7	1.3	0.9	-4	58*	27	-90	0
N/C(=N\OS(=O)(=O)c1ccc(Cl)cc1)c1ccncc1	0.2	68*	0.9	0.3	3	8	81*	-10	-9
COc1cnc(SCc2ccc(Cl)cc2Cl)nc1Cl	1	9	0.9	0.9	-3	24	4	4	-3
CCc1nc(SCC(=O)NCc2ccco2)c2c(=O)n(C)c(=O)n(C)c2n1	0.9	1	0.9	1	1	-2	12	-15	-17
CC(=O)c1ccc(NC(=O)c2ccc(S(=O)(=O)N3CCCC3)cc2)cc1	1	0	1.1	1	1	2	1	7	-12
Cc1ccc(C)c(Nc2ncnc3nc[nH]c23)c1	0.8	15	2.4*	0.8	0	5	16	1	41
O=C(NCCCN1CCCC1=O)c1cccc(C(F)(F)F)c1	0.2	45	1.2	0.6	2	6	77*	-21	-9
CC(C)CCn1nnnc1C(c1ccc(F)cc1)N1CCC(C(N)=O)CC1 (stereo unspecified)	0.7	-1	1.3	1	nt	nt	28	nt	nt
Cc1ccccc1CN1CCN(CC(=O)NCc2ccccn2)C1=O	1.1	-23	1.2	1.2	-5	2	-9	-9	-13
Cc1nc2cc(Cl)c(Cl)cc2nc1C	1	-2	1.3	1	nt	nt	5	nt	nt
CCC(=O)N1CCc2cc(S(=O)(=O)NCCC(=O)NC3CCCc4ccccc43)ccc21 (stereo unspecified)	1.2	-2	1	1	-7	5	-24	3	-1
Nc1nc2n(n1)C(c1cccc(Cl)c1)CC(c1ccc(F)cc1)N2 (stereo unspecified)	0.9	89*	1.3	0.1	0	2	14	-3	7
COc1ccc(C(=O)CSc2nnc(COc3ccc(C#N)cc3)n2-c2ccccc2)cc1	1.1	-14	1	1.1	-11	4	-11	-15	6
CCOC(=O)c1cnc(SC2CC(=O)N(c3ccc(OC)c(OC)c3)C2=O)nc1N (stereo unspecified)	0.1	38	1.1	0.6	7	3	92*	6	-11
O=C(NCc1ccccn1)c1ccc(Br)s1	0.9	6	0.9	0.9	1	6	15	-20	-9
COc1c(C)cc(Br)cc1C(=O)O	1	-4	1.1	1	3	7	5	-10	-26
CSc1nc(-c2ccc(Cl)cc2)nn1S(=O)(=O)c1ccccc1	nt	nt	nt	nt	7	0	nt	-18	-7
Cc1nnc2c(NC(C)C)nc3ccccc3n12	0.6	2	0.9	1	-2	5	37	-10	-3
O=C(Nc1ccccc1C(F)(F)F)NC1CCCCCCC1	0.8	14	1	0.9	-6	6	25	-22	-4
Cc1cc(C)n(CC(=O)n2c(C)c(C)c3ccccc32)n1	nt	nt	nt	nt	1	3	nt	11	-12
O=C(Cn1nnc2ccccc2c1=O)NC1CCCc2ccccc21 (stereo unspecified)	1	-9	1	1.1	2	5	-3	2	-1
CCOC(=O)N1CCC(NC(=O)CCN2C(=O)C3C4C=CC(C4)C3C2=O)CC1 (stereo unspecified)	1	-9	0.9	1.1	nt	nt	1	nt	nt
Cc1c(CCO)c(=O)n(C)n1C(=O)c1ccc(F)cc1	1	26	1.1	0.7	-5	-7	2	-13	-1
Cc1nc(SCC(=O)Nc2c(C)n(C)n(-c3ccccc3)c2=O)[nH]c(=O)c1Cc1ccccc1	0.9	9	1.8	0.9	-8	3	15	0	-7
Cc1ccc(CC(=O)N2CC(C)OC(C)C2)cc1 (stereo unspecified)	1	18	1	0.8	-9	2	-2	12	-7
c1ccc(CCc2nn3c(Cn4nnc5ccccc54)nnc3s2)cc1	0.8	45	1.2	0.6	nt	nt	25	nt	nt
CCC(=O)Nc1cccc(-c2nc3ccccc3c(=O)o2)c1	1.3	23	1.2	0.8	0	2	-25	21	-10
Cc1nnc(N2C(=O)c3oc4ccccc4c(=O)c3C2c2ccco2)s1 (stereo unspecified)	1.1	-15	0.9	1.2	nt	nt	-12	nt	nt
Nc1nonc1C(=O)NCCNCc1ccccc1	1.1	-4	1	1	2	3	-10	-4	-2
CS(=O)(=O)N(CC(=O)N1CCCCCC1)c1ccccc1	1	7	0.8	0.9	-7	2	1	5	-12
CCNc1nc(NC(C)C)nc(OCC)n1	0.9	2	0.9	1	2	-4	12	-1	-17
CCn1c(SCC(=O)N/N=C/c2ccc(OC)c(OC)c2)nc2ccccc21	1.5	23	1.2	0.8	-4	7	-54	-8	-6
O=C(Nc1nc2ccccc2[nH]1)C1CCN(S(=O)(=O)c2cccs2)CC1	1	-2	1.1	1	1	4	1	-5	-10
C=C(C)c1cccc(C(C)(C)NC(=O)NCc2ccc(OC)c(OC)c2)c1	0.6	35	1.4	0.7	-2	0	38	19	-8
COc1ccc(NC(=O)CN(C)C(C)C(=O)N2CCCCC2)cc1 (stereo unspecified)	1.1	14	1.2	0.9	1	1	-8	-6	-9
O=C(O)CCC(=O)N1N=C(c2cccs2)CC1c1cn(-c2ccccc2)nc1-c1ccccc1 (stereo unspecified)	0.9	3	1.4	1	6	7	14	20	-10
Cc1cccc2cc(COC(=O)c3ccco3)c(=O)[nH]c12	1.1	5	0.8	0.9	9	7	-9	-4	-10
CC(NC(=O)Nc1nnc(C(F)(F)F)s1)N1C(=O)C2C3C=CC(C3)C2C1=O (stereo unspecified)	nt	nt	nt	nt	0	6	nt	18	-12
O=C(COC(=O)C1c2ccccc2Oc2ccccc21)NC1CCS(=O)(=O)C1 (stereo unspecified)	1.3	32	1.1	0.7	-3	3	-26	-3	-10
O=C1c2ccccc2C(O)(Cc2ccccc2)N1CCCN1CCOCC1 (stereo unspecified)	1	7	1.4	0.9	nt	nt	0	nt	nt
Cc1sc2nc(C3CC3)nc(SCC(=O)N3CCc4ccccc4C3)c2c1C	0.2	65*	1.5	0.4	0	0	85*	0	-4
COc1ccc(OC)c(-n2c(CNC3CCN(Cc4ccccc4)CC3)nc3ccccc3c2=O)c1	0.7	14	1.4	0.9	0	6	28	-35	0
Cc1cc(C)nc(-n2nc(C)c3c(=O)[nH]c(C(F)(F)F)nc32)n1	1	9	0.9	0.9	-6	8	4	32	7
CC(=O)Nc1cccc(S(=O)(=O)N2CCCCCC2)c1	2.5*	75*	0.8	0.2	-8	1	-148	-18	-24
C=CCN=C(C)C1=C(O)CCC1=O	1.1	-11	1	1.1	0	10	-7	-9	-8
CCCn1c(=O)c2ccccc2n2c(Sc3nnnn3-c3ccccc3)nnc12	0.6	22	0.9	0.8	nt	nt	41	nt	nt
C/C=C/c1ccc(OCCn2cncn2)c(OC)c1	0.6	65*	1.1	0.4	1	6	40	-3	1
COC(=O)C(Cc1cncn1COCc1ccccc1)NC(=O)OC(C)(C)C (stereo unspecified)	0.8	36	1.2	0.6	-5	-2	25	0	-7
Cc1c(C(=O)CN2CCSCC2)c2ccccc2n1C	1.2	20	1	0.8	-8	-2	-16	-25	3
Cc1c(-c2nnnn2-c2ccc(F)cc2)cnc2cc3c(cc12)OCO3	0.5	30	1	0.7	5	7	50	4	-9
COc1ccc2[nH]c(=O)c(CN(CCCN3CCOCC3)C(=O)NCc3ccccc3)cc2c1	1	-8	1.4	1.1	-5	0	-1	-12	-13
C=CCn1c(SCC(=O)NCCc2ccccc2)nnc1C(C)NC(=O)c1cccs1 (stereo unspecified)	nt	nt	nt	nt	3	2	nt	-11	-7
Cc1cc(NC(=O)CN2CCN(S(=O)(=O)c3ccc4ccccc4c3)CC2)no1	1.6	0	1.6	1	-2	7	-64	-24	-9
COc1ccc(-c2ccc(=O)n(CC(=O)Nc3nnc(C(C)C)s3)n2)cc1OC	0.7	2	1.2	1	4	3	30	-11	-1
COc1cc(-c2nnc(COC(=O)c3cc(C)nc4ccc(C)cc34)o2)cc(OC)c1OC	0.1	90*	1.8	0.1	1	4	88*	1	-11
CCCc1cc(=O)[nH]c(SCC(=O)Nc2ccc(OC(F)F)cc2)n1	1	36	0.9	0.6	1	5	1	-18	-9
O=C1C=C(O)CC(c2ccc(Cl)c(Cl)c2)C1 (stereo unspecified)	0.9	3	1	1	5	5	8	-2	-2

Of the compounds above, these contain a cyano group:
SMILES	CYP2C9 activ	CYP2C19 inhib	PLAP act	CYP2C19 activ	EphB4 antag	HIV Rev-RRE inh	CYP2C9 inh	Plk1 PBD FP	PLK1 kinase inh
CSc1nsc(/C=C/Nc2ccc(C)cc2)c1C#N	0.7	7	1.3	0.9	-4	58*	27	-90	0
COc1ccc(C(=O)CSc2nnc(COc3ccc(C#N)cc3)n2-c2ccccc2)cc1	1.1	-14	1	1.1	-11	4	-11	-15	6

In the list so far, 2 have a COOH group:
SMILES	CYP2C9 activ	CYP2C19 inhib	PLAP act	CYP2C19 activ	EphB4 antag	HIV Rev-RRE inh	CYP2C9 inh	Plk1 PBD FP	PLK1 kinase inh
COc1c(C)cc(Br)cc1C(=O)O	1	-4	1.1	1	3	7	5	-10	-26
O=C(O)CCC(=O)N1N=C(c2cccs2)CC1c1cn(-c2ccccc2)nc1-c1ccccc1 (stereo unspecified)	0.9	3	1.4	1	6	7	14	20	-10

(list continues)
SMILES	CYP2C9 activ	CYP2C19 inhib	PLAP act	CYP2C19 activ	EphB4 antag	HIV Rev-RRE inh	CYP2C9 inh	Plk1 PBD FP	PLK1 kinase inh
O=C(Nc1ccncc1)c1cc2ccccc2o1	0.1	100*	0.9	0	2	3	86*	-5	4
c1ccc(OCc2nn3c(Cn4nnc5ccccc54)nnc3s2)cc1	0.9	25	1	0.8	nt	nt	8	nt	nt
Cc1ccc(-c2ccnc(=S)[nH]2)cc1	0.8	-6	1	1.1	0	5	16	9	-12
O=C(CSc1nnc(Cc2ccccc2)o1)N1CCCc2ccccc21	0.9	42	1.2	0.6	nt	nt	13	nt	nt
CC(C)(C)C(=O)OCc1cn(-c2ccccc2)nn1	0.8	37	1.1	0.6	-7	-1	16	3	-10
O=C(Cn1c(=O)n2ncnc2c2c3c(sc21)CCCC3)c1ccccc1	1	13	0.9	0.9	0	15	0	-2	-11
Cc1ccc(S(=O)(=O)N2CCC(C(=O)N3Cc4ccccc4C3)CC2)cc1	1	10	1.1	0.9	0	10	1	8	-10
Cn1c(=N)n(CC(=O)C(C)(C)C)c2ccccc21	1	2	0.8	1	0	-2	-3	6	-6
CC1Cc2ccccc2N1C(=O)CSc1nnc(-c2ccc(S(=O)(=O)N3CCCC3)cc2)o1 (stereo unspecified)	0.1	66*	1.6	0.3	7	1	88*	-12	-10
CC1=Nc2ncnn2C(c2ccccc2)/C1=N\O (stereo unspecified)	0.9	9	1	0.9	4	9	8	17	-12
CCOC(=O)c1ccc(OCC(=O)c2ccc(O)cc2O)cc1	0.6	43	1	0.6	-7	1	44	-3	-13
CCSc1nc2ccccc2n1CC(=O)N1CCCCC1	1	23	0.9	0.8	2	8	-4	23	12
COC(=O)c1cccc(S(=O)(=O)N2CCC(NC(=O)Nc3cccc(F)c3)CC2)c1	1	5	1	0.9	-1	2	-1	-7	-1
CCOC(=O)c1ccccc1NS(=O)(=O)c1ccc(C)cc1	1.3	60*	1	0.4	2	13	-31	-6	-12
Cc1ccc(OCCn2cc(Br)c(=O)[nH]c2=O)cc1	1	11	1.1	0.9	4	9	2	10	-13
COCCn1c(SCC(=O)NCc2ccccc2)nnc1-c1ccco1	nt	nt	nt	nt	-10	3	nt	4	-14

Source: PubChem (several laboratories)
